Screening results as filed in PubChem BioAssay.
ARFGAP1 inh: inhibits rat ARF GTPase activating protein 1. 360,000 tested, 0.26% active. inhibition, % at 16.5 µM. Q62848. AID 651572. Arfgap1-stimulated ARF1 GTP hydrolysis, GDP FP detection;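 active = inhibition above a per-plate limit, mean inhibition of low control wells plus 3 SD, cut at about 25% in these data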;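 note: 0% = DMSO wells with enzyme and 100% = wells lacking Arfgap1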
Target sequence (Q62848 1-136 limits assumed): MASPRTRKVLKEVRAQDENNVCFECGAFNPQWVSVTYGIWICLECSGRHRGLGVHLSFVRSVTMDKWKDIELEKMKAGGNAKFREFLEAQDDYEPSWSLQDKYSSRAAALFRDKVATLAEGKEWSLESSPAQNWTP
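Material – truncated rat Arfgap1 GAP domain · Buffer or medium – HEPES-based buffer, pH 7.5 · Reagent – human ARF1(Δ1-17)-GTP substrate · Dosing – 16.5 µM single point, 1.26% DMSO · Schedule – GTP hydrolysis reaction 2 h at 25 °C · Technique – GDP detection by fluorescence polarization · Benchmarks – No-Arfgap1 wells (100%) versus DMSO full-reaction wells (0%) · Repeats – single replicate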
PLC-beta3 inh: blocks human PLC-beta3 enzyme activity | Purified PLC-beta3, fluorogenic substrate, fluorescence | Q01970 | 370,000 tested, 0.18% active | inhibition, % at 12.2 µM | AID 720704; in the data active = inhibition above about 11%;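 note: 0% = median of compound wells on plate and 100% = full blocker control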
SIAE inh: human SIAE inhibition, primary screen; Q9HAT2; SIAE FP-Rh probe binding, fluorescence polarization; inhibition, % at 9.66 µM; 370,000 tested, 0.69% active; AID 1053197;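 active = inhibition above a cutoff: mean of compounds within the control limits plus 3 SD of those, cut at about 17% in these data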;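 note: 0% = plate median of compound wells and 100% = probe without SIAE protein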
Target sequence (Q9HAT2 whole entry, looked up): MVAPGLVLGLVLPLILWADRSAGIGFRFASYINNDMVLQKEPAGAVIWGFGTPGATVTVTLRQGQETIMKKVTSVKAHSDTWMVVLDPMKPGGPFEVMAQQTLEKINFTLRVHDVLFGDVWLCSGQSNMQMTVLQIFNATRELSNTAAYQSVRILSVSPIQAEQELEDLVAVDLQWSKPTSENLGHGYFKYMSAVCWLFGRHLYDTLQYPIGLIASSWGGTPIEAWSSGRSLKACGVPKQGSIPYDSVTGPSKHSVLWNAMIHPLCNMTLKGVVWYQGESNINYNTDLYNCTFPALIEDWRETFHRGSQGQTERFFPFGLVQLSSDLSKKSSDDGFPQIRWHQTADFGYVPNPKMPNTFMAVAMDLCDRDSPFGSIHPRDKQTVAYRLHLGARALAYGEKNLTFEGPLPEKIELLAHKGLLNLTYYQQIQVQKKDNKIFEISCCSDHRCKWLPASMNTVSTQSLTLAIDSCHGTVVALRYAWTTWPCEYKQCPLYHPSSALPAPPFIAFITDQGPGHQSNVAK
Tn7 DDE FP: disrupts Tn7 cyclic peptide binding to fibrin D-Dimer-E complex. P02675. FP displacement of FITC-Tn7 peptide from fibrin DD(E); 0% = median of compound wells per plate. inhibition, % at 8.3 µM. 370,000 tested, 0.13% active;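 active = inhibition above the mean of compounds falling within the control limits plus 3 SD of them, cut at about 14% in these data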;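 note: 0% = plate median of compound wells and 100% = 10 µM Aha-Tn7 peptide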
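Assay system: Human fibrin DD(E) protein | Medium: Tris buffer with calcium and detergent, pH 7.8 | Reagent: 0.1 µM fluorescent Tn7 | Compound dosing: Single point at 8.3 µM | Times: 10 min preincubation, 3 h with tracer, room temperature | Detection: Fluorescence polarization of the labelled Tn7 tracer | Controls: Aha-Tn7 high control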
TDP2 inh: blocks human TDP2 phosphodiesterase activity; recombinant TDP2, T5PNP hydrolysis, p-nitrophenol absorbance 415 nm; 370,000 tested, 0.34% active; O95551; AID 720702; inhibition, % at 12.8 µM;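 active = inhibition above the mean of all tested compounds plus 3 SD, set per campaign, cut at about 25% in these data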;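 note: 0% = DMSO with enzyme and 100% = buffer with substrate but no TDP2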
Target sequence (O95551 whole entry, looked up): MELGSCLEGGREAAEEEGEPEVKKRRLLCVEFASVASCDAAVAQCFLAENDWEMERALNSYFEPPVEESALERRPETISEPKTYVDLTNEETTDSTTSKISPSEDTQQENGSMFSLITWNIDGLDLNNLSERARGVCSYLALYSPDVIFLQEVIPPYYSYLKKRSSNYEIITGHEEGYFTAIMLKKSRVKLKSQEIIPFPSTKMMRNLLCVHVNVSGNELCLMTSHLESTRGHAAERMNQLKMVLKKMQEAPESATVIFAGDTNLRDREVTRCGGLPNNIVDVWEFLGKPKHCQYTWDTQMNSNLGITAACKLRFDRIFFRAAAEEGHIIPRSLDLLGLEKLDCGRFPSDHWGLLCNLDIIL
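Read-out basis: percent inhibition. System: recombinant human TDP2. Buffer or medium: Mg2+-containing Tris-HCl buffer, pH 7.5. Repeats: single replicate. Timing: reaction 2 h, 37 °C. Benchmarks: high control without enzyme, low control DMSO plus TDP2. Probe or stimulus: 5 mM T5PNP. Doses: 12.8 µM only. Measured by: epi absorbance of p-nitrophenol freed from T5PNP by hydrolysis.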
ASAP1 inh: inhibitors of human ASAP1 ArfGAP activity. Q9ULH1. ASAP1-stimulated ARF1 GTP hydrolysis, GDP FP detection. inhibition, % at 16.5 µM. 360,000 tested, 0.19% active. AID 624377; in the data active = inhibition above about 25%;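 note: 0% = vehicle with enzyme and substrate and 100% = no enzyme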
ADAM10 inh: inhibits human ADAM10; 370,000 tested, 0.62% active; recombinant ADAM10, EDANS/DABCYL FRET peptide cleavage, 3 h; O14672; inhibition, % at 7 µM; AID 720582;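 active = inhibition above a per-campaign cutoff equal to the mean of compounds falling between control-based bounds plus 3 SD, cut at about 20% in these data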;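 note: 0% = DMSO wells while the 100% control is not disclosed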
PLCg1 inh: inhibitors of human phospholipase C gamma1; P19174; purified PLC-gamma1, fluorogenic substrate, fluorescence; 370,000 tested, 0.84% active; inhibition, % at 12.2 µM; in the data active = inhibition above about 9.5%
Tn6 DDE FP: inhibitors of Tn6 peptide binding to human fibrin DD(E); P02675; 370,000 tested, 0.21% active; Fibrin DD(E) TRITC-Tn6 fluorescence polarization displacement; AID 720509; inhibition, % at 8.3 µM;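 active = inhibition above a per-campaign cutoff: mean of compounds within control limits plus 3 SD, cut at about 15% in these data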;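 note: 0% = median of all compound wells on the plate and 100% = blocking peptide control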
ADAM17 inh: inhibits human ADAM17. 370,000 tested, 0.83% active. P78536. inhibition, % at 6.95 µM. recombinant ADAM17, EDANS/DABCYL FRET peptide cleavage;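 active = inhibition above the mean of compounds lying between control limits plus 3 SD, set per campaign, cut at about 8.5% in these data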;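 note: 0% = DMSO-only wells as the low control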
* marks the source's active call; other numbers are inactive results. The order is random (roughly 3.6% active in at least one column).

A first look, 13 compounds:
SMILES	ARFGAP1 inh	PLC-beta3 inh	SIAE inh	Tn7 DDE FP	TDP2 inh	ASAP1 inh	ADAM10 inh	PLCg1 inh	Tn6 DDE FP	ADAM17 inh
COc1ccc(NS(=O)(=O)c2cc(C(=O)N3CCN(C(C)=O)CC3)ccc2Cl)cc1	11	2	0	1	-3	5	-5	-3	-5	1
Cc1cc(N2CCCCC2)nc(N2CCOCC2)n1	8	2	-3	-2	-1	3	-4	1	-6	-1
Cc1ccc(-n2nnnc2SCC(=O)N2CCc3ccccc3C2)c(C)c1	6	2	3	-3	-11	8	-1	5	-5	2
CC(Sc1nc(-c2ccccc2)cc(=O)[nH]1)C(=O)O (configuration not stated)	0	0	1	-1	7	5	5	4	2	-2
COc1cc(CNCCN2CCOCC2)ccc1OCc1ccc(Cl)cc1	-8	2	-1	1	-4	6	2	5	-1	1
N#Cc1c(-c2cccc(F)c2)cc(-c2ccccc2)nc1Br	-1	-9	8	1	14	-7	-29	-7	-2	-5
CCn1cnc2c(cnn2-c2ccccc2)c1=O	4	-24	1	-4	0	-2	-7	1	3	-4
O/N=C/CCn1c(=S)sc2ccccc21	-4	1	3	0	4	-1	-2	-1	-7	-4
COc1ccccc1CNC(=O)c1cccs1	8	0	5	-2	11	7	4	4	4	1
O=C(O)CC1(CC(=O)Nc2cc(C(F)(F)F)cc(C(F)(F)F)c2)CCCCC1	-1	-9	0	1	3	-12	-1	-2	4	-4
CCCCN1C(=O)C(CC(=O)NCc2cccs2)CC(C(=O)N(CC)CC)=C1C (configuration not stated)	3	-1	8	-2	9	-10	-5	0	-2	-3
Cc1cc(=O)n(Cc2ccccc2)c2c(C)cccc12	-2	2	-1	-1	-9	-1	12	4	-10	0
N#Cc1ccc(COC(=O)c2cccnc2Cl)cc1	1	-1	-9	4	0	9	1	-1	0	2

Main list, repeating the preview:
SMILES	ARFGAP1 inh	PLC-beta3 inh	SIAE inh	Tn7 DDE FP	TDP2 inh	ASAP1 inh	ADAM10 inh	PLCg1 inh	Tn6 DDE FP	ADAM17 inh
COc1ccc(NS(=O)(=O)c2cc(C(=O)N3CCN(C(C)=O)CC3)ccc2Cl)cc1	11	2	0	1	-3	5	-5	-3	-5	1
Cc1cc(N2CCCCC2)nc(N2CCOCC2)n1	8	2	-3	-2	-1	3	-4	1	-6	-1
Cc1ccc(-n2nnnc2SCC(=O)N2CCc3ccccc3C2)c(C)c1	6	2	3	-3	-11	8	-1	5	-5	2
CC(Sc1nc(-c2ccccc2)cc(=O)[nH]1)C(=O)O (configuration not stated)	0	0	1	-1	7	5	5	4	2	-2
COc1cc(CNCCN2CCOCC2)ccc1OCc1ccc(Cl)cc1	-8	2	-1	1	-4	6	2	5	-1	1
N#Cc1c(-c2cccc(F)c2)cc(-c2ccccc2)nc1Br	-1	-9	8	1	14	-7	-29	-7	-2	-5
CCn1cnc2c(cnn2-c2ccccc2)c1=O	4	-24	1	-4	0	-2	-7	1	3	-4
O/N=C/CCn1c(=S)sc2ccccc21	-4	1	3	0	4	-1	-2	-1	-7	-4
COc1ccccc1CNC(=O)c1cccs1	8	0	5	-2	11	7	4	4	4	1
O=C(O)CC1(CC(=O)Nc2cc(C(F)(F)F)cc(C(F)(F)F)c2)CCCCC1	-1	-9	0	1	3	-12	-1	-2	4	-4
CCCCN1C(=O)C(CC(=O)NCc2cccs2)CC(C(=O)N(CC)CC)=C1C (configuration not stated)	3	-1	8	-2	9	-10	-5	0	-2	-3
Cc1cc(=O)n(Cc2ccccc2)c2c(C)cccc12	-2	2	-1	-1	-9	-1	12	4	-10	0
N#Cc1ccc(COC(=O)c2cccnc2Cl)cc1	1	-1	-9	4	0	9	1	-1	0	2
CC(=O)Oc1ccc(C(=O)[C@H]2[C@H]3C(=O)N(c4ccc5ccccc5c4)C(=O)[C@H]3[C@@H]3C=CC=NN32)cc1	5	-55	-5	-8	1	5	-14	-49	5	0
COc1ccc(/C=N/NC(=O)c2ccccc2O)cc1COc1ccccn1	12	-19	1	-2	-15	6	4	-5	1	-3
CCCn1c2ccccc2c2nnc(SC(CC)C(=O)Nc3sc4c(c3C#N)CCCC4)nc21 (configuration not stated)	-4	1	-7	-3	-6	-6	4	-1	9	-3
Cc1cc(-c2nnc(SCC(=O)Nc3ccccc3C(F)(F)F)n2N)n[nH]1	-1	1	-11	7	-15	0	-7	-2	10	2
CCCSc1ccc([C@@H]2[C@@H]3C(=O)N(C)C(=O)[C@@H]3[C@]3(C(=O)OC)CCCCN23)cc1OC	-1	-2	9	7	0	5	-4	3	1	-1
Cc1ccc(NC2=C(Cl)C(=O)OC2OC(=O)c2ccco2)cc1 (configuration not stated)	3	1	2	-4	4	-4	3	0	4	-2
COCCNc1nc(N)c([N+](=O)[O-])c(NC2CCCCC2)n1	5	5	-3	-1	3	5	15	6	1	2
CC1CCCCC1NC(=O)CSc1ncnc2sccc12 (configuration not stated)	9	-1	1	-5	4	-2	-1	-1	-8	-2
CCCOc1ccc2oc(=O)c3c(c2c1)CCCN3C(=O)CN1CCc2ccccc2C1	1	-44	-3	-2	1	-11	-48	-37	-1	-16
CC(C)C(=O)Nc1cc2c(cc1C(=O)c1ccccc1)OCCO2	1	3	-1	5	9	-4	3	2	-2	-5
C[C@H]1CN([C@@H](C)CO)C(=O)c2cccc(NC(=O)C3CC3)c2O[C@H]1CN(C)Cc1ccc(C(F)(F)F)cc1	-17	-4	0	4	-4	2	-3	-4	2	-4
CC(=O)N1CCN(C(=S)c2ccc(N(C)C)cc2)CC1	1	2	1	4	-5	2	-1	1	-3	1
O=C(NCCCN1CCOCC1)c1cc2c([nH]c3ccccc32)c(-c2cccc(Br)c2)n1	15	-158	-16	0	7	4	-209	-112	-7	-52
O=C(COc1ccccc1Cl)Nc1ccc(N2CCN(C(=O)c3ccccc3)CC2)cc1	1	-15	-1	0	-11	4	-8	-4	-8	-5
COCCN(C(=O)CSc1n[nH]c(-c2ccccc2)n1)c1c(N)n(CC(C)C)c(=O)[nH]c1=O	2	-1	-3	-1	1	17	-4	0	2	-1
CCOc1ccc(-c2cc(CCCC(=O)N3CCN(c4ccc(OC)cc4)CC3)no2)cc1	4	-1	-3	-4	0	3	-9	1	-4	1
COc1ccc(C(CNC(=O)c2ccc(NS(=O)(=O)c3cccc([N+](=O)[O-])c3)cc2)N2CCOCC2)cc1 (configuration not stated)	-13	-5	-3	-8	-4	4	-3	-1	-4	0
CCOC(=O)N1CCC(NC(=O)CCS(=O)(=O)c2ccc3c(c2)CCN3C(C)=O)CC1	4	6	2	-3	0	8	-1	4	2	-2
O=C(c1cc(-c2ccncc2)nc2ccc(Br)cc12)N1CCN(c2ccccn2)CC1	9	2	2	-2	-11	0	10	-2	-1	5
O=C(O)c1ccc(COc2ccccc2/C=C2\NC(=O)N(Cc3ccccc3)C2=O)cc1	8	-6	-3	-4	-2	-4	2	-4	5	0
CCOc1cccc2sc(NC(=O)c3ccc(Br)s3)nc12	-7	-20	-40	-1	1	0	-19	-18	4	-3
COc1ccc(NC(=O)c2cc(C3CCCCN3C(=O)CCCc3ccccc3)on2)c(C)c1 (configuration not stated)	4	4	3	-5	-5	9	6	0	-5	4
O=C1CCCC2=C1C(c1ccccc1O)C1=C(CCCC1=O)O2	-11	-5	1	0	5	16	-2	3	-3	-4
Cc1cccc(NC(=O)c2c(-c3ccccc3)noc2C)n1	5	-6	3	-9	-6	-5	-4	2	0	3
NC(=O)C1CCN(C(=O)CCC(=O)c2ccc(Br)cc2)CC1	3	-1	-4	2	-22	11	8	2	3	2
O=C1CN(C(=O)CNC(=O)c2ccccc2Cl)c2ccccc2N1	8	3	1	-3	4	8	-3	5	4	0
C=CCn1c(-c2cccs2)nc2ccccc21	-1	-22	-2	8	8	10	-131	-19	4	-53
COc1ccc(OCCC(=O)OCC(=O)NCc2ccc(F)cc2)cc1	5	-7	5	2	8	9	-1	-1	-6	-5
CC(CN1CCOCC1)OC(=O)C(C)(c1ccccc1)c1ccccc1 (configuration not stated)	9	-2	2	-7	0	11	3	-2	-8	-5
CNc1nc(SC)nc(N2CCOCC2)n1	0	2	-3	6	6	-5	1	-1	-6	-3
O=C(CSc1nnc(-c2cccc(S(=O)(=O)N3CCCC3)c2)n1-c1ccccc1)Nc1cccc(C(=O)O)c1	19	-7	-1	3	5	-12	2	-2	7	-3
CC1CCN(C(=O)CN(C2CCCCC2)S(C)(=O)=O)CC1	7	4	-4	-6	0	6	0	4	4	-3
COc1ccc(C(C)(C)C)cc1NC(=O)COC(=O)c1cc(SC)ccc1Cl	8	5	-10	-9	-19	9	7	3	0	3
CSc1nc(=NC(C)=O)ss1	1	4	-2	-3	5	-11	5	3	2	1
Cn1c(NCc2ccco2)nc2c1c(=O)n(Cc1ccc(Cl)cc1)c(=O)n2C	-5	5	6	-3	-2	10	7	4	8	2
O=c1[nH]c(NCCO)nnc1Cc1ccccc1	5	3	-4	5	2	-3	3	1	-6	2
C=CCc1c(C)nc(-c2ccccc2)nc1N/N=C(\C)c1ccc(N)cc1	5	0	1	1	0	-2	3	1	0	2
O=C1CC(c2ccco2)CC(O)=C1C=NCC1NCCc2ccccc21 (configuration not stated)	-2	-26	7	-6	8	16	-9	-20	-4	-6
COc1ccc(/C=N/n2c(-c3ccc(C)cc3)n[nH]c2=S)cc1OC	4	-4	-2	-1	3	14	-1	0	-1	-4
Cc1ccccc1NC(=O)c1oc(=O)c2ccccc2c1-c1ccccc1	0	0	-5	5	-1	-20	-2	1	2	-5
O=C(NCC1CCCO1)c1sc2ccccc2c1Cl (configuration not stated)	-12	3	7	-2	6	-13	-8	0	-4	-6
